# High-throughput results: PubChem BioAssay, several laboratories
# NS5 inhibitors = Dengue-2 NS5 methyltransferase inhibitors, primary screen, biochemical, confirmation dose response (AID 588689); inhibition, % at 25 µM, or IC50 in µM where a hit was titrated; Dengue-2 NS5 methyltransferase capping enzyme assay, biochemical; higher % means a stronger effect; 340,000 compounds, 0.3% hits; in the data active means a potency from the dose series; inconclusive means inhibition above about 29% without an active follow-up result
# Salmonella PhoP GFP = PhoP-dependent GFP reporter repression – Salmonella Typhimurium, primary screen (AID 1863); S. Typhimurium PhoP-regulated promoter GFP reporter, 4 h; higher % means a stronger effect; one-dose inhibition, % at 50 µM; IC50 in µM for titrated hits; 300,000 compounds, 0.16% hits;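 active means inhibition over 29.93%, a cutoff 3 SD above the screen mean, later confirmed by dose response; inconclusive means inhibition over 29.93% but no dose response follow-up; inactive means inhibition at most 29.93% or unconfirmed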;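 further: 0% = low Mg2+ inducing control and 100% = high Mg2+ repressing control; strong numbers were not always called active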
# UTI89 phage lysis = protection from phage-mediated lysis, alamar blue read-out – E. coli UTI89, K1F phage, bacterial capsule biogenesis inhibitors (AID 488966) | one-dose inhibition, % at 100 µM; IC50 in µM for titrated hits | 340,000 compounds, 0.02% hits | E. coli UTI89 K1F phage lysis, alamar blue, 2 h; higher % means a stronger effect;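 active means phage lysis inhibition, versus mean bacterial control, above a set limit; inconclusive means no clear call, values can overlap the other calls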;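 further: capsule biogenesis inhibitors block K1F phage lysis so surviving cells raise fluorescence; higher fluorescence means more inhibition of phage lysis; actives were called in the ten point dose series up to 300 µM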
# West Nile virus CPE = West Nile virus antiviral activity, cell-based, CPE readout (AID 1621); West Nile virus-infected cells, CPE inhibition; higher % means a stronger effect; CPE inhibition, % at 10 µM, or IC50 in µM where a hit was titrated; 290,000 compounds, 0.02% hits; in the data active means a potency from the dose series; inconclusive means CPE inhibition mostly from about 3.7% at the one dose, without a potency; inactive means the rest, 99 in 100 with CPE inhibition below about 2.2%; further: strong numbers were not always called active
# NTR1 ag = agonists of NTR1, primary screen, imaging, U2OS cells, beta-arrestin-GFP, high content (AID 493036); P30989; activation, % at 20 µM; NTR1-U2OS beta-arrestin-GFP spot imaging, agonist mode; 330,000 compounds, 0.17% hits;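 active means activation at or above 40% of the spot to cytoplasm intensity ratio, with at least 20 cells analyzed; inconclusive means wells under 20 cells, flagged as cytotoxic or low count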;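 further: 0% = DMSO without peptide and 100% = 100 nM NTR1 peptide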
# Target sequence (P30989 whole entry, looked up): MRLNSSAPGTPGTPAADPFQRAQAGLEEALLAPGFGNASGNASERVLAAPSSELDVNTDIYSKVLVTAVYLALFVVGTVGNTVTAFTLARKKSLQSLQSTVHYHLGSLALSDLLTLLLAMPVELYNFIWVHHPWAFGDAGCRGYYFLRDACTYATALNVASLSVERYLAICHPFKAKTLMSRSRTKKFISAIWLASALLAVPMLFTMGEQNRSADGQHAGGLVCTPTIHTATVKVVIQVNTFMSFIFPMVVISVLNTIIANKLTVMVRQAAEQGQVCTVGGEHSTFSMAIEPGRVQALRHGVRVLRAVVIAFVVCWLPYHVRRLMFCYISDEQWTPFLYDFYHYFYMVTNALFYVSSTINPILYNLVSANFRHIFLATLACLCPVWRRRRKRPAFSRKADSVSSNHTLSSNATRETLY
# T cell HTS = modulates CD8 T cell binding to vesicles | calls only at 7 µM | 2C CD8+ T cell-vesicle binding, flow cytometry; hits give low values | 330,000 compounds, 0.068% hits;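 active means response, share of CD8 T cells binding vesicles, and their 90th percentile fluorescence all below set limits, cut at about 80% in these data, passing the limit was not always enough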
#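 Material: murine 2C transgenic CD8+ T lymphocytes / Also added: QL9-peptide-loaded Drosophila micro-vesicles bearing Ld, ICAM-1 and B7-1 / Schedule: binding step 1.5 h, 37 °C, antibody labelling 20 min, ice / Signal: flow cytometry, PE anti-B7-1 (FL2) versus Alexa647 anti-CD8 (FL8), PFA-fixed / Evaluation: percent CD8+ FL2 mean versus row control / Benchmarks: naked versus QL9-loaded vesicles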
# RSV CPE inhibition = inhibition of RSV-induced cytopathic effect – HEp-2 cells, primary 10 µM value included (AID 2391). one-dose CPE inhibition, % at 10 µM; IC50 in µM for titrated hits. HEp-2 cells, RSV-induced CPE inhibition; higher % means a stronger effect. 310,000 compounds, 0.13% hits; in the data active means a potency from the dose series; inconclusive means CPE inhibition mostly from about 23% at the one dose, without a potency; inactive means the rest, 99 in 100 with CPE inhibition below about 21%; further: strong numbers were not always called active
# MgcRacGAP inhibition = MgcRacGAP GTPase-activating activity inhibitors, confirmation, biochemical, ADP Hunter fluorescence; MgcRacGAP-stimulated Rac1 GTP hydrolysis, ADP Hunter fluorescence; higher % means a stronger effect; GST-tagged Rac1 F28L mutant substrate; inhibition, % at 30 µM; hits with a dose series show IC50 in µM; 340,000 compounds, 0.6% hits;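 active means first-screen hits whose inhibition reached a set limit at any dose in the follow-up dose series; inconclusive means inhibition above the set first-screen limit but never retested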;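 further: fluorescence reports GDP produced by GAP-driven GTP hydrolysis; strong numbers were not always called active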
# Large T inhibition = TAg ATPase/helicase activity blockers – biochemical (AID 1903); 310,000 compounds, 0.39% hits; SV40 large T antigen ATPase/helicase inhibition assay; higher % means a stronger effect; one-dose inhibition, % at 20 µM; IC50 in µM for titrated hits; in the data active means a potency from the dose series; inconclusive means inhibition mostly from about 32% at the one dose, without a potency; inactive means the rest, 99 in 100 with inhibition below about 32%; further: strong numbers were not always called active
# T cell HTS vesicle-bound % = also measured in T cell HTS; calls as there; double positive events, %; measured here: CD8+ vesicle-bound cell fraction;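 binding gate set so that unloaded-vesicle control wells show 10% double positive cells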
# NTR1 ag cell count 20 µM = second read-out of NTR1 ag, no call of its own (marks repeat the call); cell count; measured here: cell count, cytotoxicity flag
# NS5 inhibitors pilot replicate = second read-out of NS5 inhibitors, no call of its own (marks repeat the call); inhibition, %; measured here: pilot screen replicate inhibition
# The depositor's hits bear a star; i = inactive; ? = inconclusive; nt = no result given; [ ] = dose if it differs, or a comment.
SMILES,NS5 inhibitors,Salmonella PhoP GFP,UTI89 phage lysis,West Nile virus CPE,NTR1 ag,NTR1 ag cell count 20 µM,T cell HTS,T cell HTS vesicle-bound %,RSV CPE inhibition,MgcRacGAP inhibition,Large T inhibition,others
O=C(NCCS(=O)(=O)N1CCCCC1)c1ccccc1,-11%,-6%,1.5%[50 µM],nt,-0.3,56,i,30,-1.2%,3%,13%,
Cc1nc(-c2cccc(S(=O)(=O)N3CC(C)OC(C)C3)c2)cs1 (stereo not given),3%,-3%,0.7%,-0.6%,0.9,42,i,31,8.4%,12%,-1%,
CCOC(=O)c1cc2c(ccn2C)n1Cc1ccccc1Cl,-6%,-9%,-0.6%,-0.6%,6.9,44,i,18,2.8%,-3%,9%,
CC1CCCN(CCCNS(=O)(=O)c2cc(Br)cc3c2N(C(=O)C2CC2)CC3)C1 (stereo not given),-4%,-2%,-0.1%,-0.5%,-1.3,37,i,37,-0.7%,5%,2%,
Cc1cccc(NS(=O)(=O)c2cc3c4c(c2)CCN4C(=O)CC3)c1C,-2%,3%,1.5%[50 µM],nt,-0.5,60,i,39,0.1%,7%,5%,
O=C(Nc1ccc(N2CCN(C(=O)c3ccco3)CC2)cc1)c1ccccc1F,1%,6%,-0.3%,-0.5%,-0.8,84,i,29,3.0%,1%,-4%,
CN(C)S(=O)(=O)c1cccc(NC(=O)c2c[nH]c3ccccc23)c1,0%,8%,0.0%,-0.3%,1.2,53,i,19,12%,6%,8%,
CCc1ccc(C(=O)c2cnc3ccc(OC)cc3c2N2CCN(CC)CC2)cc1,1%,-6%,2.4%,0.0%,-3.8,63,i,41,-0.7%,1%,1%,
CCC1Sc2ccc(S(=O)(=O)CCC(=O)NCc3cccs3)cc2NC1=O (stereo not given),-3%,3%,-0.1%,-0.1%,-0.4,37,i,9,2.5%,5%,-12%,
Cc1ccnc(NC(=O)c2cccc(NC(=O)Cc3ccccc3)c2)c1,-1%,3%,-0.8%,-1.1%,0.1,77,i,19,-2.7%,2%,8%,
COC(=O)c1ccc(N=C2S/C(=C\c3cc(C)n(-c4cccnc4)c3C)C(=O)N2C)cc1,-16%,-7%,0.6%,0.6%,4.8,26,i,33,9.8%,17%,9%,
COc1ccc(Br)cc1CNC(=O)Cc1c(C(=O)O)[nH]c2ccc(Cl)cc12,nt,2%,nt,0.9%,0.1,36,i,56,0.5%,nt,8%,
CC(NC(=O)c1cc2cc([N+](=O)[O-])ccc2oc1=O)C1CCCO1 (stereo not given),4%,-7%,0.1%,0.4%,0.1,53,i,16,3.0%,8%,8%,
Cc1nc2ccccc2n1CC(=O)c1ccccc1,3%,-1%,-1.3%,-0.8%,-1.3,79,i,58,0.0%,15%,11%,
CCOC(=O)N1CCN(C(=O)c2cc3cc(F)ccc3[nH]2)CC1,-5%,9%,1.8%[50 µM],-0.7%,1.3,34,i,45,3.4%,9%,4%,
O=C(CSCc1ccc(Cl)cc1)N1CCCCC1,-6%,13%,0.1%,-0.2%,0.9,58,i,45,2.9%,3%,6%,
O=C(c1cc(-c2ccc(Cl)cc2Cl)on1)N1CCCCCC1,-2%,2%,-0.9%,-0.4%,8.5,43,i,15,42%,6%,2%,
COC(=O)COc1ccc(NC(=O)C2CCCO2)cc1 (stereo not given),3%,4%,-0.2%,0.4%,-0.7,45,i,13,-1.0%,6%,18%,
COC(=O)c1cc(NC(=O)CN(c2ccc(OC)cc2)S(=O)(=O)c2ccc(F)cc2)ccc1Cl,-1%,4%,1.1%,-0.7%,nt,nt,nt,nt,nt,14%,10%,
CCN(CC)C(=O)CSc1nnc([C@@H](N)C(C)C)o1,0%,0%,-1.2%,0.1%,0.2,35,i,27,-0.1%,12%,0%,
C[C@H]1CN=C(Nc2ccccc2)N1CCc1ccc(F)cc1,-5%,nt,-0.9%,nt,-1.4,104,i,27,2.2%,3%,12%,
O=C(Nc1nnc(-c2ccccc2)o1)c1cccc(N2C(=O)CCC2=O)c1,-1%,-9%,3.2%,0.7%,-1.2,41,i,46,1.5%,5%,10%,
O=S(=O)(c1ccccc1)N1CCCc2ccccc21,nt,2%,nt,-0.7%,-0.7,44,i,50,2.7%,nt,2%,
CC(/C=C1\SC(=S)N(CCC(=O)Nc2ccccc2O)C1=O)=C\c1ccccc1,-5%,-2%,0.3%,0.8%,0.9,48,i,72,4.9%,4%,4%,
Nc1nc(N2CCCCC2)nc(N2CCCCC2)n1,-1%,-31%,0.8%,-0.1%,2.1,39,i,54,0.8%,14%,8%,
CC(OC(=O)COc1ccccc1Cc1ccccc1)C(=O)N(C)c1ccccc1 (stereo not given),1%,-5%,0.4%[50 µM],nt,3.1,47,i,60,0.2%,2%,1%,
Cc1nc(=O)c(-c2ccccc2)c(C)n1CCCO,-1%,-9%,3.3%,nt,-1.5,58,i,47,1.4%,6%,-1%,
CC(C)C(=O)Nc1ccc(-c2ccc3nncn3n2)cc1,-1%,-8%,0.2%,-0.5%,-0.2,63,i,27,2.3%,12%,12%,
CC1CCN(CCc2nc3cc(NC(=O)COc4ccc(Cl)cc4)ccc3n2C)CC1,8%,-5%,0.4%,17%,-0.2,61,i,59,0.3%,0%,7%,
Cc1cccnc1CCNC(=O)c1ccc(OC2CCN(Cc3ccccn3)CC2)cc1,1%,7%,-0.2%,-0.7%,-1.0,36,i,25,0.0%,-3%,10%,
O=C(COC(=O)c1ccc(F)c(S(=O)(=O)N2CCOCC2)c1)NCCc1ccc(F)cc1,-1%,nt,-1.0%,nt,1.0,53,i,19,nt,7%,nt,
Cc1ccccc1OC(C)C(=O)Nc1ccc2c(c1)OCCO2 (stereo not given),-3%,-1%,1.9%[50 µM],0.0%,-0.4,53,i,21,1.9%,4%,17%,
O=C(NCC(=O)N1CCCC1)c1ccc(Br)o1,-3%,0%,0.4%,-0.4%,0.9,48,i,56,0.9%,10%,13%,NS5 inhibitors pilot replicate=-4.3
CC1(C)CC(=O)C2=C(C1)OC(N)=C(C#N)C21CCC2(CC1)OCCO2,-6%,-2%,1.5%,0.7%,0.5,48,i,23,0.2%,4%,6%,
O=C(CCCOc1ccccc1)NCC1CCCO1 (stereo not given),-2%,-11%,6.2%,-0.3%,-0.3,57,i,53,3.5%,3%,0%,
O=C(NCCc1ccccc1)Nc1cccc(Cl)c1,-13%,5%,7.5%,-0.9%,0.3,48,i,48,8.4%,7%,15%,
O=C(CN1C(=O)N/C(=C\c2ccccc2OCc2ccc(C(=O)O)cc2)C1=O)Nc1ccccc1F,-3%,5%,0.1%,0.1%,-0.9,66,i,15,0.8%,9%,5%,
Cc1ccc([N+](=O)[O-])cc1-c1ccc2cccc(C)c2n1,-4%,0%,0.6%,-0.4%,0.5,79,i,44,13%,2%,7%,
Cc1ccc(S(=O)(=O)N2CCCCC2)cc1C(=O)NC1CC(C)(C)NC(C)(C)C1,-4%,-10%,1.3%[50 µM],nt,-0.3,45,i,33,-2.4%,5%,13%,
Cc1c(Cl)cccc1NC(=O)CCC(=O)N/N=C/c1ccco1,2%,0%,-0.1%,-0.2%,1.4,50,i,69,0.5%,7%,1%,
CCCCC(CCC(=O)Nc1ccccc1C(=O)OCC)C(=O)O (stereo not given),7%,4%,0.1%,0.3%,-1.5,62,i,33,1.0%,3%,4%,
Cc1[nH]c(C)c(S(=O)(=O)NCc2ccccc2Cl)c1C(=O)N1CCCC1,10%,-5%,0.5%,-0.6%,0.1,63,i,1,2.5%,1%,1%,
O=C(Nc1ccncc1)c1cc(-c2ccccn2)nc2ccc(Br)cc12,-2%,3%,0.3%,-0.4%,-2.4,122,i,47,2.0%,4%,3%,
COc1ccc(Cl)cc1NC(=O)C(C)N1CCc2ccccc21 (stereo not given),1%,7%,0.1%,-0.6%,4.1,48,i,43,6.2%,4%,-6%,
Cc1ccc(C)c(NC(=O)Cn2nnc(C(=O)NCc3ccco3)c2N)c1,0%,-5%,0.3%,?,0.5,66,i,13,-0.6%,-4%,10%,
C/C(CC(=O)Nc1cccnc1)=N/NC(=O)COc1ccc(Cl)cc1Br,-5%,-7%,1.0%,-0.1%,0.4,56,i,58,0.9%,7%,12%,
COC(=O)C(Cc1cnc(Cl)s1)(C(=O)OC)c1ccc([N+](=O)[O-])cc1,-2%,-7%,4.7%,-0.5%,0.4,61,i,23,0.5%,5%,11%,
CC(C)[C@H](NC(=O)OCc1ccccc1)C(=O)N[C@@H](Cc1c[nH]c2ccccc12)C(=O)O,-2%,nt,2.8%,nt,-0.6,78,i,58,1.1%,6%,17%,
O=C(NCCCn1ccnc1)c1ccco1,-1%,1%,0.8%,1.2%,1.1,108,i,44,0.0%,8%,13%,
Cc1ccnn1CC(=O)N/N=C/c1ccc([N+](=O)[O-])s1,-1%,-15%,-0.6%,-1.2%,1.8,58,i,15,-0.5%,7%,1%,
CCCCN(CC)C(=O)/C=C/c1cccc([N+](=O)[O-])c1,-4%,-7%,3.4%,-0.3%,4.7,47,i,45,2.4%,5%,18%,
Clc1ccc(N2COC3c4cccc5cccc(c45)C32)cc1 (stereo not given),-3%,-9%,1.0%,-0.2%,2.2,99,i,24,-0.5%,3%,17%,
O=C(CSc1nc(-c2ccccc2)c(-c2ccccc2)o1)N1CCOCC1,-8%,-3%,0.1%,-0.6%,1.5,51,i,52,3.2%,1%,4%,
Nc1nc(C23CC4CC(CC(C4)C2)C3)cs1,2%,4%,0.5%,-0.1%,0.6,62,i,22,-0.9%,6%,0%,
Cc1ccc(S(=O)(=O)N(CC(=O)N2CCCC2)C2CCCCC2)cc1,1%,-1%,0.0%,-0.9%,-0.3,55,i,7,-0.8%,7%,3%,

# Compounds were not picked by outcome; any-hit rate near 1.5%.
